OXTR potentiate = potentiates the human oxytocin receptor response | 320,000 compounds, 0.061% hits | CHO-OTR cells, Fluo-8 calcium fluorescence, potentiator mode; 0% = oxytocin EC15, 100% = EC100 | AID 2445 | activation, % at 3 µM;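 active = activation above that plate's cutoff, the mean activation of tested compounds plus 3 SD, cut at about 6.6% in these data, passing the limit was not always enough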;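 also: 100% uses oxytocin at 75 nM as the full agonist control; some results filed as inactive read as strong as hits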
Target sequence (P30559 whole entry, looked up): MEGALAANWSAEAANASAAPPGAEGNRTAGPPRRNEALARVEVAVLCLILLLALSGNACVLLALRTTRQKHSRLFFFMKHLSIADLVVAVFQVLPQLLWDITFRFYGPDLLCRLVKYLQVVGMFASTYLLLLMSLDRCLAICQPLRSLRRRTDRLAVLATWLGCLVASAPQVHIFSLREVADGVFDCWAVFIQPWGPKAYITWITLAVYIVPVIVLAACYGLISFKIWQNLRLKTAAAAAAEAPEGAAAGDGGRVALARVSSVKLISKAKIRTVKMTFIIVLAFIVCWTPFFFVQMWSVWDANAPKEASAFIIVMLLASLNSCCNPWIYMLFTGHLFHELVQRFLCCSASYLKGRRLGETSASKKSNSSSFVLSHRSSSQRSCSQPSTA
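test system = CHO-OTR cells, human receptor | compound = single-point 3.0 µM | schedule = 6 min compound pre-incubation at room temperature, 100 s kinetic read | signal = Fluo-8 no-wash calcium dye fluorescence, excitation 470-495 nm, emission 515-575 nm | repeats = single well per compound, singlicate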
V1R ag counter = activates human V1a receptor in oxytocin agonist counter-screen; P37288; CHO-V1R cells, Fluo-8 calcium fluorescence, agonist mode; 0% DMSO, 100% 3 nM vasopressin; activation, % at 3 µM; 320,000 compounds, 0.25% hits; AID 2797;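 active = activation above the mean activation of all tested compounds plus 3 SD, per screening run, cut at about 20% in these data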;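 also: signal is peak over basal fluorescence ratio across a 100 second FLIPR read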
CHO parental Ca = signal in parental CHO cells, OX1R antagonist counter-screen; parental CHO-K1, ATP-induced calcium, Fluo-8 fluorescence; inhibition, % at 5.6 µM; 330,000 compounds, 0.63% hits; AID 463079;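 active = inhibition above that plate's mean sample inhibition plus 3 SD, cut at about 26% in these data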;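 also: 0% = ATP-challenged DMSO wells and 100% = DMSO wells without ATP; some compounds past the cut are filed as inactive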
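Assay system: untransfected parental CHO cell line. Also added: ATP agonist challenge. Dosing: one dose, 5.6 µM nominal. Measured by: Fluo-8 fluorescence. Read-out: % inhibition. Benchmarks: ATP wells versus no-ATP DMSO wells. Repeats: no replicates.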
CHO-K1 Ca PAM = M1 PAM counterscreen hit in parental CHO-K1 cells. ATP EC20, Fluo-8 calcium fluorescence; 0% at ATP EC20, 100% at ATP max. activation, % at 3 µM. 360,000 compounds, 0.02% hits;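 active = activation above the run cutoff, the mean activation of all test compounds plus 3 SD, cut at about 40% in these data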;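 also: peak over basal fluorescence ratio in a 140 s read after ATP addition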
TAAR1 antagonist = human TAAR1 antagonism; inhibition, % at 3 µM; Q96RJ0; CHO RD-HGA16 TAAR1, Fluo-8 calcium fluorescence, antagonist; 360,000 compounds, 1.5% hits;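 active = inhibition above a per-plate cutoff, the mean inhibition of test compounds on that plate plus 3 SD, cut at about 49% in these data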;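 also: 0% = DMSO plus EC80 beta-PEA response and 100% = DMSO alone without agonist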
Target sequence (Q96RJ0 whole entry, looked up): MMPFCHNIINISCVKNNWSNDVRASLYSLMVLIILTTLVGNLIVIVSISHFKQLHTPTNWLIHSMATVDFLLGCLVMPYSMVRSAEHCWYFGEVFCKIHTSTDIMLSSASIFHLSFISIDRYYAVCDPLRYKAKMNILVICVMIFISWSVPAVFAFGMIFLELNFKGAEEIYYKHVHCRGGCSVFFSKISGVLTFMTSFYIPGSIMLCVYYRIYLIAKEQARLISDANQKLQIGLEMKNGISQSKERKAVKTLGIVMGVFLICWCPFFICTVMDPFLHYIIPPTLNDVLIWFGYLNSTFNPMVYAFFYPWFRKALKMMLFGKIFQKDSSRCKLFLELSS
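Assay system: RD-HGA16 CHO cells with stable hTAAR1 and Gα16 / Reagent: EC80 β-phenethylamine stimulus / Doses: 3 µM, single point / Timing: dye loading 75 min at 37 °C, then 30 min room temperature / Measured by: Fluo-8 intracellular calcium dye fluorescence, real-time kinetic reads / Controls: vehicle wells and EC80 agonist wells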
GPR7 antag = human neuropeptides B/W receptor 1 antagonism; inhibition, % at 4.4 µM; P48145; 290,000 compounds, 1.1% hits; GPR7-expressing cells, fluorescence antagonist assay; in the data active = inhibition above about 16%, passing the limit was not always enough;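 also: cells stimulated with the agonist NPW; 0% = agonist with vehicle and 100% = vehicle without agonist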
Target sequence (P48145 whole entry, looked up): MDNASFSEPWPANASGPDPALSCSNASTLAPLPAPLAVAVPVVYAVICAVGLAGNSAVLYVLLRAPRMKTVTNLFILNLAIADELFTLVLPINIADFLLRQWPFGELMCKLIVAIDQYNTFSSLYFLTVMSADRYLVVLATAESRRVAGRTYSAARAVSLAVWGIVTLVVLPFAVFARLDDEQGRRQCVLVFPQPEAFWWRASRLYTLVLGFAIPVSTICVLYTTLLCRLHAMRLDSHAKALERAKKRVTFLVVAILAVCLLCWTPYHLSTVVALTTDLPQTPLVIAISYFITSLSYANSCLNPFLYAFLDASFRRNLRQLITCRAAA
OXTR ag = human OXTR agonism. 320,000 compounds, 0.32% hits. activation, % at 3 µM. AID 2435. P30559. CHO-OTR cells, Fluo-8 calcium fluorescence; normalized: DMSO 0%, oxytocin 100%;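 active = activation above the mean of all tested compounds plus 3 SD, cutoff set per screening run, cut at about 20% in these data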;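 also: peak over basal fluorescence ratio from a 100 s FLIPR kinetic read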
CHO-K1 Ca antag = M1 antagonist counterscreen hit in parental CHO-K1 cells | 360,000 compounds, 0.6% hits | ATP-induced calcium, Fluo-8 fluorescence | inhibition, % at 3 µM;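 active = inhibition above a per-plate cutoff, the plate's mean sample inhibition plus 3 SD, cut at about 24% in these data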;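 also: 0% = DMSO plus EC80 ATP and 100% = DMSO alone without ATP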
CHO-K1 Ca ag = M1 agonist counterscreen hit in parental CHO-K1 cells. Fluo-8 calcium fluorescence; scaled to maximal ATP response, vehicle zero. activation, % at 3 µM. 360,000 compounds, 0.48% hits. AID 602248; in the data active = activation above about 15%;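 also: untransfected CHO-K1 host cells lacking M1 receptor as counterscreen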
Starred values were filed as active, the others as inactive; x = no result given.

1) CCc1nnc(NC(=O)CCC(=O)Nc2ccc(OC)cc2OC)s1
2) CCOc1ccc(S(=O)(=O)N2CCC(C(=O)Nc3ccc(C)c(S(=O)(=O)N4CCOCC4)c3)CC2)cc1
3) COC(=O)C1(CC2CC(c3ccc(Cl)cc3)=NO2)CCN(C(=O)OC(C)(C)C)CC1 (stereo not drawn)
4) Cc1c(C)c2c(OCC(=O)Nc3cccnc3)cc3c(c2oc1=O)CCC(C)(C)O3
5) Cc1cc(N(CN2CCCC2=O)C(=O)c2ccc(OC(C)C)cc2)no1
6) O=C(OCCN(CCOC(=O)c1ccncc1)S(=O)(=O)c1cccs1)c1ccncc1
7) CCC(C(=O)NC1CCCC1)N(C(=O)c1snc(C(N)=O)c1N)c1ccc(C)cc1C (stereo not drawn)
8) O=C(c1cc(-c2cccnc2)nc2ccc(Cl)cc12)N1CCN(S(=O)(=O)c2cccs2)CC1
Compound,1,2,3,4,5,6,7,8
OXTR ag,-0.5,x,1.2,-0.1,-1.0,0.3,-1.2,2.3
GPR7 antag,3.0,x,x,-5.8,2.8,-8.4,-7.1,-6.4
CHO parental Ca,-18.7,x,3.2,-3.2,-5.6,5.8,-17.9,-10.9
CHO-K1 Ca ag,-0.4,2.1,0.5,0.3,1.1,2.3,-1.0,4.8
OXTR potentiate,-5.6,x,-10.9,-1.1,-5.0,-13.3,-0.2,-4.5
CHO-K1 Ca PAM,17.7,4.1,16.9,4.5,10.3,14.1,-13.7,-4.8
V1R ag counter,-0.1,x,2.0,0.8,0.9,1.8,-0.7,3.1
TAAR1 antagonist,-2.7,7.9,45.5,14.5,-10.8,1.9,-20.0,51.2*
CHO-K1 Ca antag,-8.4,-18.5,-10.5,1.5,-9.1,-9.9,-13.1,12.1

Exported as a markdown table: entries from further up.
| item | Molecule | OXTR ag | GPR7 antag | CHO parental Ca | CHO-K1 Ca ag | OXTR potentiate | CHO-K1 Ca PAM | V1R ag counter | TAAR1 antagonist | CHO-K1 Ca antag |
| --- | --- | --- | --- | --- | --- | --- | --- | --- | --- | --- |
| 4 | Cc1c(C)c2c(OCC(=O)Nc3cccnc3)cc3c(c2oc1=O)CCC(C)(C)O3 | -0.1 | -5.8 | -3.2 | 0.3 | -1.1 | 4.5 | 0.8 | 14.5 | 1.5 |
| 5 | Cc1cc(N(CN2CCCC2=O)C(=O)c2ccc(OC(C)C)cc2)no1 | -1.0 | 2.8 | -5.6 | 1.1 | -5.0 | 10.3 | 0.9 | -10.8 | -9.1 |

Further records
9) CCOC(=O)C1C(=O)NC(c2ccccc2)=NC1c1ccc(O)c(OC)c1 (stereo not drawn)
10) CCSc1ccc(-c2cc(NC=O)c3ncc(-c4cccc(C(=O)NCCN(C)C)c4)n3c2)cc1
11) O=C(CN1CCOCC1)NN=C1CCCCCCCCCCC1
12) CCCCNC(=O)C1(C)CCN1C(=O)c1cccc(OC(C)=O)c1C (stereo not drawn)
13) CN(CC(=O)NNC(=O)CNC(=O)c1cccs1)S(=O)(=O)c1ccc(Cl)cc1
14) Cc1cccc(CCN(CC(=O)NCc2ccc(F)cc2)C(=O)c2csnn2)c1
15) COc1cc(C2CC(=O)C=C(O)C2)cc(OC)c1OC (stereo not drawn)
16) O=C(Nc1ccccc1N1CCOCC1)c1ccc2nc[nH]c2c1
Compound,9,10,11,12,13,14,15,16
OXTR ag,0.2,x,2.3,x,0.3,0.6,0.5,x
GPR7 antag,-17.4,x,-11.7,x,x,-8.1,-6.7,-7.0
CHO parental Ca,-6.5,x,-3.3,x,5.5,-18.5,-20.9,x
CHO-K1 Ca ag,-0.6,2.9,0.4,0.3,0.6,2.7,-0.6,0.0
OXTR potentiate,-8.9,x,7.0,x,-0.7,-3.0,-0.1,x
CHO-K1 Ca PAM,0.1,15.1,21.6,10.0,-6.3,2.4,-8.5,4.0
V1R ag counter,1.2,x,0.0,x,-0.5,1.9,0.7,x
TAAR1 antagonist,-11.5,11.4,-6.8,-1.2,-26.9,17.9,-4.7,-6.0
CHO-K1 Ca antag,12.7,1.1,-7.4,-6.2,-2.0,0.8,24.8*,-9.8

17) O=C1OC(Cc2ccccc2)C(c2ccccc2)C1=O (stereo not drawn)
18) CCOc1ccccc1-c1nc2c(C(C)(C)C)nn(C)c2c(=O)[nH]1
19) Cc1ccc(N(C(=O)C(F)(F)F)C(C(=O)NC2CCCCC2)c2ccncc2)cc1C (stereo not drawn)
20) Cc1ccccc1C(=O)NC(C)C(c1cccs1)N1CCOCC1 (stereo not drawn)
21) O=C1CC(N2CCC(c3nc4ccccc4o3)CC2)C(=O)N1Cc1cccs1 (stereo not drawn)
22) O=C(Nc1nc2c(s1)CCCC2)c1nn(Cc2ccccc2)c(=O)c2ccccc12
23) CC(=O)c1ccc(NC(=S)N2CCCCCC2)cc1
24) COc1ccc(CCNS(=O)(=O)c2ccc3c(c2)CC(C)N3C(C)=O)cc1OC (stereo not drawn)
Compound,17,18,19,20,21,22,23,24
OXTR ag,x,1.6,-1.2,1.1,2.5,-1.2,2.0,7.1
GPR7 antag,x,6.3,-5.1,10.8,-5.8,-9.6,-3.8,-14.2
CHO parental Ca,x,-0.3,-13.3,-3.6,-18.5,-22.6,5.8,-8.5
CHO-K1 Ca ag,-0.1,x,0.0,0.2,4.0,0.5,1.5,3.9
OXTR potentiate,x,8.7,-3.5,-2.5,-8.5,-4.8,-11.4,-17.3
CHO-K1 Ca PAM,-5.1,x,17.5,4.4,20.7,14.8,13.4,18.1
V1R ag counter,x,0.0,-0.4,0.1,3.9,0.4,1.2,6.0
TAAR1 antagonist,-3.3,x,11.9,3.2,-5.3,4.2,-7.8,15.8
CHO-K1 Ca antag,-2.7,x,-8.9,-1.4,-9.4,-4.0,-15.8,-10.7

25) CC(C)=CCC[C@H](C)C[C@@H]1CC2=C(C(=O)OC(C)(C)O2)[C@H](c2ccc(F)cc2)O1
26) CCCC(c1nnnn1Cc1ccc(OC)cc1)N1CCN(c2ccccc2OC)CC1 (stereo not drawn)
27) O=C(CC1CC2CCC1C2)OCC(=O)c1c[nH]c2ccccc12 (stereo not drawn)
28) O=c1[nH]c(C(Cl)Cl)nc2sc3c(c12)CCN(Cc1ccccc1)C3
29) O=C(CSc1nc(-c2ccco2)cc(C(F)(F)F)n1)N1CCN(Cc2ccccc2)CC1
30) COc1ccc(CC(=O)N2CCNC2=O)cc1
31) COc1ccccc1C(=O)Nc1c2c(nn1-c1ccc(Cl)cc1)CS(=O)(=O)C2
32) Cc1ccc2nc3nc(NCC4CCCO4)c(C(=O)NC4CCCCC4)cc3c(=O)n2c1 (stereo not drawn)
Compound,25,26,27,28,29,30,31,32
OXTR ag,x,-1.5,-0.2,-0.6,-0.8,1.3,1.3,0.5
GPR7 antag,x,5.8,9.9,-2.7,-15.5,29.9*,3.9,7.0
CHO parental Ca,x,-30.0,17.2,-1.9,1.5,-9.2,-4.5,5.6
CHO-K1 Ca ag,-0.1,3.0,0.1,0.3,3.3,0.4,0.6,x
OXTR potentiate,x,-12.7,-14.0,-4.2,-2.2,-8.3,-3.9,-3.0
CHO-K1 Ca PAM,-2.9,16.4,9.1,18.9,10.7,2.0,8.1,x
V1R ag counter,x,-1.0,0.1,-0.1,0.8,0.6,0.6,-1.1
TAAR1 antagonist,28.3,17.1,27.9,-1.6,25.5,5.5,-0.7,x
CHO-K1 Ca antag,-18.2,-15.2,6.1,-7.3,-3.0,-2.0,-9.1,x

33) Fc1ccc(-c2ccnc3nc(N4CCOCC4)nn23)cc1
34) CN(C(=O)COC(=O)c1cc(=O)[nH]c2ccccc12)C1CCCCC1
35) COC(=O)c1sccc1S(=O)(=O)Nc1ccc(S(N)(=O)=O)cc1
36) COc1ccc(OCCCC(=O)OC(C)C(=O)Nc2ccccc2[N+](=O)[O-])cc1 (stereo not drawn)
37) COc1ccc(CCNC(=O)CC2SC(=NCc3ccccc3)NC2=O)cc1 (stereo not drawn)
38) COc1ccc(/C=N/S(=O)(=O)c2ccccc2)cc1OC
39) CCOc1ccccc1NC(=O)COc1ccc(S(=O)(=O)N2CCCC2)cc1
40) CCCCN(C)CCCNC(=O)c1ccc2c(c1)NC(=O)C(N1CCOCC1)S2 (stereo not drawn)
Compound,33,34,35,36,37,38,39,40
OXTR ag,-0.5,-0.7,0.8,-2.3,0.3,-0.1,1.9,0.0
GPR7 antag,-9.6,x,9.0,x,6.2,-6.9,3.2,-15.3
CHO parental Ca,-3.4,-15.1,12.2,-13.5,-12.9,-5.8,-21.5,-9.1
CHO-K1 Ca ag,1.4,0.6,0.4,1.6,-0.1,0.0,1.2,0.2
OXTR potentiate,-0.2,1.0,-3.5,-5.2,-2.7,3.3,-8.5,-3.0
CHO-K1 Ca PAM,27.4,7.7,10.2,-23.0,13.9,-12.6,19.8,6.8
V1R ag counter,0.1,0.7,0.6,0.1,0.2,0.0,4.4,0.2
TAAR1 antagonist,13.5,-13.4,-5.1,27.6,7.8,7.2,-5.4,4.8
CHO-K1 Ca antag,-6.3,-5.3,-6.3,7.1,-1.6,5.7,-11.9,4.3

41) CCc1ccc(C2N(c3ccc(OC)cc3)C(=O)C3CCCN32)cc1 (stereo not drawn)
42) CC(C)NC(=O)N(C)C[C@H]1OCCCC[C@H](C)Oc2ccc(NC(=O)NC3CCCCC3)cc2C(=O)N([C@H](C)CO)C[C@@H]1C
43) COc1ccc(N2CCN(C(=O)C3CCCO3)CC2)cc1 (stereo not drawn)
44) COC(=O)C(Cc1ccc(O)cc1)NC(=O)Cn1cc(C)c(=O)[nH]c1=O (stereo not drawn)
45) COC(=O)C1(C)NC(c2ccc(O)cc2)C2C(=O)N(c3ccc4c(c3)OCCO4)C(=O)C21 (stereo not drawn)
46) O=c1cc(-c2ccccc2)cc(-c2ccccc2)n1CCCO
47) C/C(=N\O)C(=O)OC1CC(C)CCC1C(C)C (stereo not drawn)
48) Cc1ccccc1NC(=O)c1c([N+](=O)[O-])c(C(C)(C)C)nn1C
49) O=C(CN1C2=NCCCN2c2ccccc21)c1ccc([N+](=O)[O-])cc1
Compound,41,42,43,44,45,46,47,48,49
OXTR ag,-0.9,x,0.9,x,0.2,2.3,-2.4,-1.6,-0.4
GPR7 antag,-9.5,x,-0.4,x,-7.2,x,-6.8,12.5,-4.1
CHO parental Ca,-10.5,x,-7.4,x,-8.0,-1.7,-10.5,-17.7,-15.6
CHO-K1 Ca ag,0.1,-0.4,0.4,0.4,-0.2,1.2,-0.1,1.3,1.9
OXTR potentiate,-3.7,x,-1.2,x,-4.8,-6.8,-9.2,-5.5,0.8
CHO-K1 Ca PAM,-2.7,22.0,12.2,16.4,0.1,-2.9,-4.7,10.1,20.2
V1R ag counter,-1.2,x,0.5,x,1.4,2.7,-0.6,-0.2,0.6
TAAR1 antagonist,-27.2,-10.8,7.9,-2.6,2.4,20.1,4.7,7.1,-17.9
CHO-K1 Ca antag,6.8,-9.6,-19.5,-11.5,0.1,1.1,7.7,-11.5,-19.2

Screen by screen, quoted from above:
Nos. 43 to 46 in CHO parental Ca, in turn: -7.4, x, -8.0, -1.7

Source: PubChem
